Growth percent in the NCI-60 one-dose screen (48 h, 10 µM unless noted): 100 = growth as untreated, 0 = no growth, -100 = all killed.
HL-60(TB) – HL-60(TB) leukemia cells; 78,000 tested, 9% active; AID 1794776; active means growth percent below 10
Numbers without * were called inactive; & = joins results of further samples.

The opening 3 entries, ahead of the listing:
mol | HL-60(TB)
N#Cc1c(N)nc(-c2cc(F)cc(C(F)(F)F)c2)nc1-c1ccccc1F | 93
CC(C)N=C(N)/N=C(\N)Nc1ccc(Cl)cc1 | 100
COc1ccc(Cn2c(SC)nc(=O)n(Cc3ccc(F)cc3)c2=O)cc1 | 96

Results, previewed entries included:
mol | HL-60(TB)
N#Cc1c(N)nc(-c2cc(F)cc(C(F)(F)F)c2)nc1-c1ccccc1F | 93
CC(C)N=C(N)/N=C(\N)Nc1ccc(Cl)cc1 | 100
COc1ccc(Cn2c(SC)nc(=O)n(Cc3ccc(F)cc3)c2=O)cc1 | 96
COc1cc(CC(=O)NO)cc(OC)c1OC | 131
O=C(Cc1nc2ccc(Cl)cc2[nH]c1=O)c1ccccc1 | 80
CCC(C)(CC)c1ccc(O)c(C)c1 | 105
C=C1C(=O)O[C@H]2[C@H]1CC/C(COC(=O)C(C)c1ccc(CC(C)C)cc1)=C\CC[C@@]1(C)O[C@@H]21 (stereo partly drawn) | -9.5*
Clc1ccc2nc3ccccc3cc2c1 | 95
COc1ccc(-c2cc(Cc3cccs3)c(=O)n(CN3CCOCC3)n2)cc1 | 107
ClC(c1ccccc1)(c1ccccc1)c1cccc2ccccc12 | 103
O=C1C=C(O)c2ccccc2C1=O.[Ag] | 96
CCOC(=O)C1(C#N)C(=O)CSC1=Nc1ccccc1Cl (stereo not drawn) | 91
COc1cc2oc(=O)ccc2cc1C(=O)CC(C)C | 102
NNC(=O)Cc1ccccc1 | 73
COc1cc(NC(=O)C2=C(N3CCOCC3)/C(=C/c3ccc(Cl)cc3)CC2)cc(OC)c1OC | 22
CC1CCCc2c1nc1nc(=S)n(-c3ccccc3)c(N)c1c2-c1ccc(Cl)cc1 (stereo not drawn) | 76
O=C1/C(=C/c2ccc(O)cc2)Oc2cc(O)ccc21 | 107
N#CC1c2ccccc2C=CN1C(=O)c1ccccc1 (stereo not drawn) | 71&93
COc1nc2c(c(=O)n1C)CN(Cc1ccccc1)C(=O)CN2 | 94
O=C(O)c1ccc(-c2nn(-c3ccc(C(=O)O)cc3)cc2C(=O)O)cc1 | 96
Cc1cc2n(n1)-c1ccccc1-c1ccccc1C(=O)N2C | 68
COc1ccc(-c2[nH]ncc2-c2cc3c(c(OC)c2)OCC(=O)N3)cc1 | 11
COc1ccc(Nc2ncnc3c2sc2ncccc23)cc1 | 99
N=c1ccc2nc3c(cc(N)c4ccccc43)oc-2c1 | -48*
CCCCCC(=O)OC1CCC(C(C)C)CC1 (stereo not drawn) | 111
COC1=Nc2ccccc2N2CCN=C12 | 72
O=C(/C(=C(/c1cccc([N+](=O)[O-])c1)N1CCOCC1)N1CCOCC1)c1ccccc1 | 101
Cc1ccc(C2=CSC3=NCCN23)cc1Cl | 113
Cc1cc(C)c(SSc2c(C)cc(C)cc2C)c(C)c1 | 107
COc1ccc(-n2nc(C(=O)NN)cc2-c2ccc(Cl)cc2)cc1 | 108

Some of the entries so far, with each value named:
molecule: Clc1ccc2nc3ccccc3cc2c1
- HL-60(TB): 95

molecule: COc1ccc(-c2cc(Cc3cccs3)c(=O)n(CN3CCOCC3)n2)cc1
- HL-60(TB): 107

molecule: ClC(c1ccccc1)(c1ccccc1)c1cccc2ccccc12
- HL-60(TB): 103

molecule: O=C1C=C(O)c2ccccc2C1=O.[Ag]
- HL-60(TB): 96

(continued)
mol | HL-60(TB)
Oc1c(Cl)cc(Cl)c2ccc(Cn3cc(-c4cc(C(F)(F)F)cc(C(F)(F)F)c4)nn3)nc12 | -14*
O=C(Nc1nonc1-c1ccccc1)c1ccc([N+](=O)[O-])cc1 | 81
CCOP(=O)(OCC)c1nc(-c2ccccc2)oc1N(C)CCCOS(C)(=O)=O | 102
Cc1ccc(F)c(Br)c1 | 94
Cc1nc(C(=O)O)cc([N+](=O)[O-])c1C | 114
CCOC(=O)C1=C(C)N2C(=NC3=C(CCCC/C3=C\c3ccccc3)C2c2ccccc2)S1 (stereo not drawn) | 101
CCOC(=O)c1ccc(Nc2ccnc(SCC(=O)c3ccc(-c4ccccc4)cc3)n2)cc1 | 105
Fc1ccc(/C=C/c2cc(/C=C/c3ccc(F)cc3)n(-c3cccc(C(F)(F)F)c3)n2)cc1 | 86
CC(C)NCC(O)c1cc(O)cc(O)c1 (stereo not drawn) | 88
c1ccc(C2OCCN2c2ccccc2)cc1 (stereo not drawn) | 86&113
O=C(O)c1ccccc1Nc1cc(Cl)ccc1Cl | 104
COc1cccc(-c2cn3nc(-c4c[nH]c5ccc(Br)cc45)sc3n2)c1 | 93
O=C1[C@H]2Cc3c([nH]c4ccccc34)[C@H](c3ccc(Cl)cc3)N2C(=O)CN1C1CCN(Cc2ccccc2)CC1 | 66
Cc1nn(-c2ccccc2)c2c1C1C(=C(c3ccc(F)cc3)N2)C(=O)N(Cc2ccccc2)c2ccccc21 (stereo not drawn) | 100
CC(C)CC1(CCc2ccccc2)C(=O)NC(=O)NC1=O | 86
c1ccc(-c2ccc(N=Nc3ccc(-c4ccccc4)cc3)cc2)cc1 | 105
Nc1cccc2c1CCC2 | 83
CC(=O)Nc1ccc(S(=O)(=O)N2C(=O)CCC2C(=O)Nc2ccccc2)cc1 (stereo not drawn) | 25
O=C1Nc2ccccc2/C1=C/c1cccn1CCCCCCn1c2ccccc2c(=O)c2ccccc21 | 54
CC1CCN(C2=NC(=O)/C(=C\c3ccc(C(C)(C)C)cc3)S2)CC1 | 99
COC(=O)[C@@H]1CCCN1C(=O)C1CCCN1C(=O)[C@H](Cc1ccccc1)NC(=S)Nc1cc(C(F)(F)F)cc(C(F)(F)F)c1 (stereo partly drawn) | 95
CCCCOc1nc2c(C)cccc2cc1C(c1cn(CCCC)c2ccccc12)c1cn(CCCC)c2ccccc12 | 122
CC(C)CCOC(=O)c1ccccc1 | 101
COc1ccc(-c2csc(NC(=O)c3ccc(Cc4n[nH]c(=O)c5cccnc45)cc3)n2)cc1 | 104
Cc1cc2cn3c4ccccc4oc(=O)c3c2cc1C | 103
O=S(=O)(NCCNc1cc(-c2c(-c3cccc(O)c3)nc3sccn23)ccn1)c1cccc2ccccc12 | 111
Cc1ccc2cc(CCCC(=O)O)ccc2c1 | 117
COc1ccc(CN2C(=O)CSC2c2cc(OC)c(OC)c(OC)c2)cc1OC (stereo not drawn) | 90
COc1ccc(C2=NN3C(C2)c2ccccc2OC32C(=O)Nc3ccccc32)cc1 (stereo not drawn) | 98
CC(CN(C)C)OC(=O)Nc1ccccc1 (stereo not drawn) | 103
COc1cc(C2CC(=O)Nc3[nH]ncc32)cc(OC)c1O (stereo not drawn) | 95
CCCN1C(=C(C#N)C#N)Sc2c1nc(C)[nH]c2=O | 128
C#Cc1nc(C2=C(C)C(=N\O)/C(=N/O)C2)cs1 | 82
S=c1[nH]nc2ccccn12 | 59
COc1cc(-c2nc(-c3ccccc3)c(-c3ccccc3)[nH]2)cc(OC)c1O | -8.9*
CC(C)(C)OC(=O)NC(C)(C)C(=O)NCCC(=O)O | 79
Cc1c(C(=O)O)nnn1-c1sc2c(c1C(=O)O)CCCC2 | 99
O=C(/C=C/c1ccco1)c1nc2ccccc2n1Cc1ccc(Br)cc1 | 16
CN[C@]1(c2ccccc2Cl)CCCC[C@H]1NCCCN1CCCC1 | 102
CSc1nc(Nc2cccc(NC(=O)/C=C/C(=O)O)c2)c(C#N)c(-c2cccc([N+](=O)[O-])c2)n1 | 106
Cc1ncc(C(=O)Nc2ccc(CN3CCN(C)CC3)c(C(F)(F)F)c2)cc1C#Cc1cnc(N)c2ncccc12 | 6.8*
CCC(=C(c1ccc(OCCN(CC)CC)cc1)c1ccc(OCCN(CC)CC)cc1)c1ccc(Cl)cc1 | -52*
CCOc1ccc(/C=N/NC(=O)Cn2nc(Cc3ccc([N+](=O)[O-])cc3)c3onc(C)c3c2=O)cc1 | 82
O=C1NC2(c3ccccc3)NC(=O)NC2(c2ccccc2)N1 (stereo not drawn) | 108&110
Nc1nc(-c2ccccc2)c(N=Nc2ccc([N+](=O)[O-])cc2)s1 | 91
CC(C)(CCCCC(C)(C)/C(=N/O)c1ccccc1)/C(=N/O)c1ccccc1 | 101
c1ccc2c(-c3nn4cc(-c5nccs5)nc4s3)c[nH]c2c1 | 85
O=C1CCCCCN1C(=O)c1ccccc1 | 114
O=C1C=CC(=O)N1Cc1ccccn1 | 94
CCC(C)Cn1cnc2c(SCc3ccccn3)nc(N)nc21 (stereo not drawn) | 113

Following part:
mol | HL-60(TB)
COc1c(C)c2c(c(O)c1C/C=C(\C)CCC(=O)OCCN1CCOCC1)C(=O)OC2 | 37
Cc1cccc(N=Nc2cccc(C)c2)c1 | 125
O=C(O)c1ccc(-c2nn(-c3ccc(C(F)(F)F)cc3)cc2CNc2cccc(Cl)c2F)cc1 | 90
COc1ccc(Nc2cc(C)c(C#N)c3nc4ccccc4n23)cc1 | 44
CCNC(=O)c1[nH]cc(-c2ccccc2)c1-c1cc(OC)c(OC)c(OC)c1 | 103
CCC[Se]C(=O)c1ccc(C(=O)[Se]CCC)s1 | -27*
CC(C)(C)n1cc(-c2ccnc(NCCNS(=O)(=O)c3ccc(F)cc3)c2)c(-c2cccc(F)c2)n1 | 76
CC1=CC(C)C(=O)N(CCN2CCOCC2)C(C)=C1 (stereo not drawn) | 91
O=[N+]([O-])c1ccc2c(c1)sc1nc(-c3c[nH]c4ccccc34)c(Nc3ccccc3)n12 | 93
CC(C1SC(=S)NC1=O)C1SC(=S)NC1=O (stereo not drawn) | 101
C=C1CC[C@H]2[C@@](C)(CCC3OC(c4ccc(OCc5cn(CC(O)C6OC7OC(C)(C)OC7[C@@H]6OCc6ccccc6)nn5)cc4)OC[C@]32C)[C@@H]1/C=C/C1=CCOC1=O (stereo partly drawn) | 77
NC(N)=N/N=C(\C(=N\N=C(N)N)c1ccccc1)c1ccccc1 | 108
O=C(Nc1ccc(-c2ccc3c(c2)NC(=O)/C3=C\c2ccc[nH]2)cc1)Nc1cccc(Cl)c1 | 11
CC(=O)[C@H]1CC[C@]2(C)[C@@H]1CC[C@@H]1[C@@]3(C)Cc4nc5ccccc5nc4C(C)(C)[C@@H]3CC[C@]12C | 83
OCCN1CCN(c2nc(Nc3ccc(-c4nc5ccccc5[nH]4)cc3)c3cn[nH]c3n2)CC1 | -66*
CC(C)CCNC(C)C(C)OC(=O)c1ccccc1 (stereo not drawn) | 103
O=[N+]([O-])c1cccc(-c2nc3sccn3c2-c2ccnc(NCCCNS(=O)(=O)c3cccc4ccccc34)n2)c1 | 88
Cc1sc2nc(NCCCN)[nH]c(=O)c2c1C | 108
O=C(NCCN1CC1)C(=O)NCCN1CC1 | 63
CC(=O)O[C@H](C[C@H](C(C)C)N(C)C(=O)[C@H](C)NC(=O)[C@H]1CCCCN1C)c1nc(C(=O)N[C@@H](Cc2ccccc2)C[C@H](C)C(=O)O)cs1 | 65
Oc1ccc2ccccc2c1CN1CCOCC1 | 105
CN(C)c1ccc(N=Nc2ccc3ccccc3c2)cc1 | 62
CC(=O)Nc1ccc(-c2cn(-c3cccc(C(=O)Nc4ccc(F)c(C(F)(F)F)c4)c3)nn2)cn1 | 63
COCCOC(=O)C1=C(C)NC(=O)NC1c1ccc2c(c1)OCO2 (stereo not drawn) | 100
Cc1cc(C)nc(NS(=O)(=O)c2ccc(Nc3nc(C)c4c(=O)[nH]c(NCc5ccccc5)nc4n3)cc2)n1 | 77
Nc1nc(=O)c2cnccc2c(=O)[nH]1 | 103
O=C(Nc1nc(-c2ccc([N+](=O)[O-])cc2)cs1)c1ccccc1CN1C(=O)c2ccccc2C1=O | 100
O=C(CN1CCN(c2cc3c(cc2F)c(=O)c(C(=O)O)cn3C2CC2)CC1)Nc1nc(-c2ccc(Cl)cc2)cs1 | 20
Cc1c(C)c(N2C(=O)C=CC2=O)c(C)c(C)c1N1C(=O)C=CC1=O | 57
O=C(COc1ccccc1Cl)Nc1nc(-c2cccs2)cs1 | 79
COc1cc2c(cc1OC)[C@H](c1ccc3c(c1)OCO3)[C@@H](C)C(C)=C2 | 90
Cn1ccc2c(cnc3ccccc32)c1=O | 97
CC(CC(=O)c1cc(Cl)ccc1O)CC(C)(C)C (stereo not drawn) | 107
C=CCN1C(=O)c2cccc3c(N4CCOCC4)ccc(c23)C1=O | -5.1*
C=CCc1cccc(CC=C)c1O | 92
CSC1=NC=C(C#N)C2=NC(c3c(F)cccc3Cl)NN12 (stereo not drawn) | 86
CC(=O)c1cc2c(N)c(C(=O)Nc3ccccc3)sc2nc1C | 56
CC(C)(C)C(CCc1ccc(Cl)cc1)N1CCN(C2CCCCC2)CC1 (stereo not drawn) | 48
Oc1ccc(CCl)c2cccnc12 | 81
O=C(O)c1ccc(P(=O)(O)O)cc1 | 100
c1ccc(-c2cn(Cc3nc(-c4ccccc4)no3)nn2)cc1 | 99
Cc1cccc(Nc2cc(=S)nc(N)[nH]2)c1 | 98
CC(=O)c1cc2c(C)cc(=O)oc2cc1O | 81
CS(=O)(=O)c1ccc(/C(=N/N=C(N)N)c2ccccc2)cc1 | 98
Cc1cc(=O)oc2cc(OCCCOc3ccc(/C=C/C(=O)Nc4ccc([N+](=O)[O-])cc4)cc3)ccc12 | 103
Cc1ccc(-c2cc3nc(C(Cl)Cl)nc(-c4ccccc4)n3n2)cc1 | 55
NC(=NC1C2CC3CC(C2)CC1C3)Nc1ccc(I)cc1 (stereo not drawn) | 101
Cc1noc(C)c1CSc1ccccc1C(=O)N1CCN(c2cccc(C(F)(F)F)c2)CC1 | 74
COc1ccc(-c2cn(-c3ccc(Cl)cc3)c(SCC(=O)c3ccc([N+](=O)[O-])cc3)n2)cc1 | 84
OC(c1ccccc1)C(O)(c1ccccc1)c1ccc(Cl)cc1 (stereo not drawn) | 86
CC(=O)N(N=O)c1ccc(Br)cc1 | 102
Cc1cc(S(=O)(=O)/N=C(\N)n2nc(C)c(C)c2C)c(SCc2ccccc2)cc1Cl | 82

From PubChem BioAssay

A portion of the library; rates above refer to the full screens.
